# FBW7 act: activators of human E3 ligase FBW7. AlphaScreen FBW7–phospho-cyclin E peptide binding, activator screen. normalized activity (activation), % at 26.1 µM. Q969H0. 0.13% of 650,000 active. AID 1259310; in the data active = normalized activity above about 1.9%;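 also: purified mutant Fbw7 with reduced substrate affinity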
# GPR151 activ: activators of human GPR151. PathHunter beta-arrestin GPR151 cells, luminescence. activation, % at 11.2 µM. 1% of 650,000 active. AID 1508602; in the data active = activation above about 4.9%;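 also: 0% = median of compound wells and 100% = cells with positive control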
# Target sequence (Q8TDV0 whole entry, looked up): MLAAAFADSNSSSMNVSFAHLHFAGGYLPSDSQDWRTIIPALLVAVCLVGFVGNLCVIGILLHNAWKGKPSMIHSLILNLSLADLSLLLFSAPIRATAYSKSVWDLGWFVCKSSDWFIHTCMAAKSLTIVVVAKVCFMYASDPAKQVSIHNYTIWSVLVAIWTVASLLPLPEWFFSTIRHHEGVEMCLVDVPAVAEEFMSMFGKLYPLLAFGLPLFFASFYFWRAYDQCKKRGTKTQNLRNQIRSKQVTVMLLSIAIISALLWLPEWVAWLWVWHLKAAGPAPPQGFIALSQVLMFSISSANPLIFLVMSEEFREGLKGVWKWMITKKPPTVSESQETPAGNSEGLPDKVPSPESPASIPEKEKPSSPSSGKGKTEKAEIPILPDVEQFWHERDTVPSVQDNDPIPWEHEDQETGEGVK
# MITF inh: blocks human microphthalmia-associated transcription factor; O75030; inhibition, % at 2.6 µM; 0.91% of 650,000 active; AlphaScreen MITF homodimerization, bead proximity signal; in the data active = inhibition above about 50%;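 also: 0% = vehicle wells with protein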
# Target sequence (O75030 whole entry, looked up): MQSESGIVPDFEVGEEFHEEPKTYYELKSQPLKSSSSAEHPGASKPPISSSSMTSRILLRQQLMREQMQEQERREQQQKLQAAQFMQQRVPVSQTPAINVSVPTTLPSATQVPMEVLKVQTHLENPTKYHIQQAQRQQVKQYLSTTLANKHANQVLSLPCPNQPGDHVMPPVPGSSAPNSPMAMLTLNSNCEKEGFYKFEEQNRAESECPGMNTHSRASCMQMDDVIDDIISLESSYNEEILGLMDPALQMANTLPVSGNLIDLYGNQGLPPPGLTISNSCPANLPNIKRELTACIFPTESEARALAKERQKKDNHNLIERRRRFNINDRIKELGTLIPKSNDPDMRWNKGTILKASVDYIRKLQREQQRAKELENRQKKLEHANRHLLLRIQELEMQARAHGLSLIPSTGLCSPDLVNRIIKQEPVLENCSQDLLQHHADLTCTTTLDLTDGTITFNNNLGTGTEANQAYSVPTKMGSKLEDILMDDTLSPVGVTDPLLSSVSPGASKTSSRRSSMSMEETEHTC
# TEAD-YAP block: TEAD-YAP interaction inhibition. HEK-TIYL cells, TEAD-Gal4/YAP UAS-luciferase luminescence. 1.4% of 640,000 active. inhibition, % at 9.12 µM. AID 1259422; in the data active = inhibition above about 32%;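 also: 0% = median of test compound wells and 100% = reference inhibitor wells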
# Starred values were filed as active, the others as inactive.
SMILES,FBW7 act,GPR151 activ,MITF inh,TEAD-YAP block
Cc1cc(=O)oc2cc(OCC(=O)Nc3ccc(OC(C)C)cc3)ccc12,0.0,1.6,2,3
CCCN(CC(=O)Nc1ccc(F)c(F)c1F)Cc1cc(=O)n2ccsc2n1,0.1,2.0,-3,6
CC1CC(C)CN(C(=O)CSc2n[nH]c(N)n2)C1 (centres undefined),0.1,-1.6,10,1
CCOC(=O)Nc1sc(C)c(CC)c1C(=O)OC,0.6,0.2,16,-1
Cc1cc(C)c2[nH]c(=O)c(CN(CCO)C(=O)c3ccccc3)cc2c1,0.3,2.2,3,3
COc1cccc2c1OC1(CCN(C(=O)CCOc3ccccc3)CC1)OC2,-0.3,3.5,-2,-38
CCN(CC)Cc1cc(NC2=NS(=O)(=O)c3ccccc32)ccc1OC(=O)c1ccccc1,0.1,-0.8,-12,-8
O=C(O)Cn1nnnc1SCC(=O)Nc1ccc(OC(F)(F)F)cc1,-0.2,-0.6,-3,-7
O=C(NCCO)C(=O)NCc1ccc2c(c1)OCO2,1.1,-1.3,-14,1
O=C(Nc1ccc(Cl)cc1)NC(C(=O)O)c1ccccc1 (centres undefined),0.2,-1.5,14,7
COc1cc(NC(=O)c2ccccc2C(=O)O)c(OC)cc1Cl,0.1,0.7,31,8
CCOC(=O)c1c(NC(=O)CSc2nnc(CNC(=O)c3ccccc3OC)n2C)sc2c1CCCCC2,-0.1,0.5,-7,-12
CCOC(=O)C1CCCN(C(=O)c2ccc(CS(=O)(=O)c3ccc(C)cc3)o2)C1 (centres undefined),-0.5,0.3,0,4
O=C(CCC1=NNC(=O)CC1)NCCN1Cc2ccccc2OC(c2ccccc2F)C1 (centres undefined),-0.2,0.8,5,0
O=C(CCCCCn1c(SCC(=O)c2ccc(Br)cc2)nc2ccccc2c1=O)NCc1ccco1,0.0,-1.5,5,-11
COC(=O)c1ccc(NS(=O)(=O)c2ccc(OC)c(Cl)c2Cl)cc1,-0.2,0.6,-6,-3
CCCCNCCOCCOc1ccc(OCC)cc1,-0.1,1.3,38,7
COc1ccc(C(c2c(C)[nH]n(-c3ccccc3)c2=O)c2c(C)[nH]n(-c3ccccc3)c2=O)cc1,0.0,-0.3,-5,-4
Cc1ccc(N2C(=O)c3ccccc3C2=O)c(C)c1,0.2,0.8,-19,-1
COC(=O)Cc1c(C)c2ccc(OC(=O)c3ccccc3)cc2oc1=O,0.0,-0.7,-3,-2
Cc1cc2cc(CNC(=O)CCC(=O)O)ccc2n1C,-0.1,-1.3,8,-6
Cc1ccc2ncnc(NC(CC(=O)O)C(=O)O)c2c1 (centres undefined),-0.1,-2.1,14,-2
COc1ccc(Nc2nc(Nc3ccc(OC)c(OC)c3)nc(SC3=NCCS3)n2)cc1OC,0.0,1.3,2,1
O=C(Nc1ncccn1)C1(c2cccs2)CCOCC1,0.0,1.0,6,-4
O=C(Nc1ccc(Cl)cc1)c1ccc(Br)o1,0.1,0.5,23,-61

# The list goes on:
SMILES,FBW7 act,GPR151 activ,MITF inh,TEAD-YAP block
COc1ccc(CNC(=O)c2cnn3c2NC(c2cccs2)CC3C(F)(F)F)cc1 (centres undefined),0.0,0.6,-3,-1
COc1ccc([N+](=O)[O-])cc1NC(=O)CN(c1ccc(C)cc1C)S(C)(=O)=O,-0.1,-1.6,4,3
CCn1ccc2c(OCC(=O)c3ccccc3)cccc2c1=O,-0.1,0.9,0,-46
CC(=O)c1ccc(N2CN=c3s/c(=C\c4ccco4)c(=O)n3C2)cc1,0.4,-1.4,13,7
CCCCOC(=O)C1=C(C)NC2=C(C(=O)CC(C)(C)C2)C1c1cc(OC)c(OC)cc1[N+](=O)[O-] (centres undefined),-0.1,0.9,13,2
O=C(CN1CCN(c2ccccn2)CC1)Nc1cccc(C(F)(F)F)c1,-0.2,-1.3,-12,2
CCOC(=O)C1=C(C)Nc2ncnn2C1c1cn(-c2ccccc2)nc1-c1cccs1 (centres undefined),-0.1,0.3,2,-1
CCOC(=O)c1cc2c(=O)n3ccccc3nc2n(C)c1=NC(=O)c1ccc(F)cc1,0.0,-0.2,10,4
CC(C)OC(=O)CSc1nnc(-c2ccccn2)n1-c1ccccc1,-0.2,-0.6,6,17
O=C(Nc1ccc(-c2nc3ncccc3o2)cc1)c1ccc(-c2cccc(Cl)c2)o1,-0.1,0.6,7,9
COC(=O)c1ccccc1NC(=O)c1nn(-c2ccc(OC)cc2)c(=O)c2ccccc12,0.6,-1.0,6,-1
Cc1cnc(-c2cccc(N)c2)nc1NCc1cccnc1,0.0,0.8,15,-8
Cc1ccc(S(=O)(=O)N2CCCC(C(=O)N/N=C/c3cccc(O)c3O)C2)cc1 (centres undefined),-0.5,-1.3,4,22
Nc1nc2c(o1)-c1[nH]c(=O)ncc1C2c1cccc(C(F)(F)F)c1 (centres undefined),-0.1,1.7,3,-4
O=C(CN1CCN(c2ccc(F)cc2)CC1)c1ccc2c(c1)OCO2,0.6,-2.4,-9,-12
CCOCCc1nnc(NC(=O)c2cccc(Br)c2)s1,-0.1,-1.4,0,-11
C#CCNc1cc(CC)nc2c3c(C)cc(C)nc3nn12,0.4,0.8,11,18
Cc1ccc(S(=O)(=O)NCC2CCC(C(=O)N3CCC(C(N)=O)CC3)CC2)cc1 (centres undefined),0.1,4.2,16,1
Cc1[nH]c2ccc(CNC(=O)C3CCN(c4nc5ccccc5n4C)CC3)cc2c1C,-0.1,-0.9,3,29
COc1cccc(NC(=O)c2cc([N+](=O)[O-])ccc2NC(=O)CNCc2cccnc2)c1,0.1,-1.0,-6,15
OCCC1CN(Cc2cccc3nccnc23)CCN1C1CCCC1 (centres undefined),0.1,0.3,3,7
O=C(COc1ccccc1Cl)N/N=C/c1cccnc1,0.1,1.9,12,-1
CC(C)CCNC(=O)C1CCCN(C(=O)Nc2ccc(F)cc2)C1 (centres undefined),0.1,0.0,2,3
CCN1CCN(CCCOc2cccc(Oc3ccccc3)c2)CC1,-0.6,-0.7,69*,-6
COc1cc(-c2cc(-c3ccccc3)nc(SCC(=O)Nc3ncccn3)c2C#N)cc(OC)c1OC,0.0,1.6,-9,-22

# New compounds follow
SMILES,FBW7 act,GPR151 activ,MITF inh,TEAD-YAP block
O=C(c1cccs1)N1CCN=C1SCc1ccccc1,0.1,0.3,10,6
O=S(=O)(NCCc1csc(-c2cccnc2)n1)c1ccc(Cl)cc1,0.1,-0.4,-6,-10
CCN1C(=O)C(C(O)c2ccc(F)cc2)SC1=Nc1ccc(C(=O)OC)cc1 (centres undefined),0.1,-0.9,35,2
COc1ccccc1Nc1c(-c2ccc(Cl)cc2)c(=O)c1=O,0.7,-1.0,4,9
COc1cc(O)c2c(c1)C(=O)c1cc(C)cc(O)c1C2=O,0.0,-0.6,15,6
COc1ccc(C2=NN(C(=O)CSc3nnc(CNC(=O)c4ccco4)n3-c3ccc([N+](=O)[O-])cc3)C(c3ccc(OC)cc3)C2)cc1 (centres undefined),0.0,1.3,17,12
O=C(CC1(O)C(=O)Nc2ccc(I)cc21)c1ccc(Cl)cc1 (centres undefined),0.1,-1.3,0,9
O=C1C2C3C=CC(CC3)C2C(=O)N1Cc1ccc([N+](=O)[O-])cc1 (centres undefined),0.1,-3.0,14,11
O=C(CSc1nccc(=O)[nH]1)Nc1ccccc1,0.0,-0.5,-3,-1
O=[N+]([O-])c1cc(S(=O)(=O)Nc2nc3ccccc3nc2Cl)ccc1Cl,0.0,0.7,13,8
Nc1c(Br)cc(C(=O)OCC(=O)c2ccc([N+](=O)[O-])cc2)cc1Br,-0.1,1.2,-7,-3
Cc1cc(=O)nc2sc(N3CCC(C(=O)O)CC3)nn12,0.0,0.3,4,-9
COc1cn(CC(=O)NCc2ccccc2)c(CSc2ccc(C)cc2)cc1=O,0.7,-2.0,-1,7
CCc1c(C)nc(SCC(=O)NNC(=O)C2CCCCC2)[nH]c1=O,0.1,0.8,-7,3
CCOc1ccc(S(=O)(=O)ON=C2C=CC(=O)C=C2)cc1,0.0,-3.2,20,-14
N#Cc1cccc(NC(=O)NC2CCCCC2)c1,-0.1,1.8,4,-24
COc1ccc(Nc2cc(C)c3cc([N+](=O)[O-])ccc3n2)cc1,0.0,0.6,14,-2
COc1ccc(-c2noc(CC(=O)Nc3ccc(NC(C)=O)nc3)n2)cc1,0.0,0.5,-1,-7
COc1ccccc1C1=N/C(=C\c2cc(OC)c(OC)c(OC)c2)C(=O)O1,0.0,-0.4,13,-6
COc1cccc2c1N(C(=O)c1ccc(F)cc1)C(C)(C)c1ssc(=S)c1-2,0.3,-1.2,17,-18
Cc1c(NC(=O)CSc2nnnn2Cc2ccccc2)c(=O)n(-c2ccccc2)n1C,0.1,2.1,-1,4
NC(=O)N/N=C/c1sc(=O)n(Cc2cccc(C(=O)O)c2)c1Cl,-0.1,-2.7,-2,-9
N#C/C(=C\Nc1ccc([N+](=O)[O-])cc1)c1nc(-c2ccc3c(c2)OCO3)cs1,0.0,-1.0,-16,1
COc1ccccc1/C=C/C=N/NC(=O)c1cc(-c2ccccc2OC)n[nH]1,0.0,-0.1,16,31
CC1=C(C(=O)Nc2ccccc2)C(c2ccccn2)n2nnnc2N1 (centres undefined),0.7,-0.8,17,-2

# A second format for some results above:
# Second line of a record: FBW7 act	GPR151 activ	MITF inh	TEAD-YAP block
- CCN1CCN(CCCOc2cccc(Oc3ccccc3)c2)CC1
 : -0.6	-0.7	69*	-6
- Cc1cnc(-c2cccc(N)c2)nc1NCc1cccnc1
 : 0.0	0.8	15	-8
- CCn1ccc2c(OCC(=O)c3ccccc3)cccc2c1=O
 : -0.1	0.9	0	-46
- COc1cc(O)c2c(c1)C(=O)c1cc(C)cc(O)c1C2=O
 : 0.0	-0.6	15	6

# Next section
SMILES,FBW7 act,GPR151 activ,MITF inh,TEAD-YAP block
CC(C)(C)N(C=C(Cl)Cl)C(=O)NCCNC(=O)N(C=C(Cl)Cl)C(C)(C)C,0.1,2.4,4,-3
COc1ccc(-n2cc(-c3ccccc3)c3c(Nc4ccc(F)cc4)ncnc32)cc1,0.1,-2.4,14,2
FC(F)(F)c1ccc(Cn2cnc3c(NCc4cccnc4)nc(Nc4ccncn4)nc32)cc1,0.3,-2.8,19,-15
CN(C)C(=O)NS(=O)(=O)c1ccc(Cl)cc1,-0.3,0.4,6,8
CCCCCn1c(SCc2ccncc2)nc2cc(C(=O)N3CCN(C(=O)OCC)CC3)ccc2c1=O,-0.1,-0.9,-5,1
COc1cc(C=C2C(=O)NC(=O)NC2=O)cc(Br)c1OC(C)C,-1.0,-0.2,9,5
CC1=CC2=C(C1=O)C(C(C)C)C(C#N)=C(N)S2 (centres undefined),0.1,-0.6,-3,-7
COc1cccc(/C=N/NC(=O)C(C)Nc2ccc(Cl)cc2)c1O (centres undefined),-0.1,0.3,14,25
CC(=O)c1cc(-c2ccccc2)n(CCC(=O)NC2CCCCC2)c1C,0.1,-0.2,6,1
Cc1cc(F)ccc1NS(=O)(=O)c1ccccc1C(F)(F)F,-0.1,0.4,-2,3
Cn1nccc1Nc1nc2ccc(C(=O)NCc3cccnc3)cc2s1,-0.1,4.7,5,-26
CCn1nc(C)cc1C(=O)N1CCC[C@@H]2CN(C(=O)Cc3cccc(OC)c3)CC[C@H]21,0.2,1.2,3,8
CCCC1=NN(c2nc3ccccc3s2)C(=O)/C1=C(\C)N1CCOCC1,0.1,-1.7,-15,6
CC1CCCCN1CC(=O)Nc1ccccc1N1CCCCC1 (centres undefined),-0.1,0.9,53*,-5
CCCCNC(=O)c1cc(Nc2ccccc2OC)nc2ccccc12,1.3,-0.6,4,1
O=C(c1nn2c(C(F)(F)F)cc(-c3cccs3)nc2c1Cl)N1CCOCC1,-0.1,-0.7,-7,1
COC(=O)C1(C)NC(c2ccc(C)cc2)C2C(=O)N(c3ccc(C)cc3)C(=O)C21 (centres undefined),-0.1,-0.3,11,1
CCOc1cc(C=O)ccc1OCCOc1ccccc1OC,-0.2,11*,-2,7
O=C(NCc1nnc(SCC(=O)N2N=C(c3cccs3)CC2c2ccc(F)cc2)n1CCc1ccccc1)c1ccccc1F (centres undefined),0.5,0.1,6,-5
CC(=O)OC1(C(F)(F)F)Oc2cc(C)ccc2NC1=O (centres undefined),0.4,-1.5,9,12
CCOc1ccc(-n2nc3ccc(N)cc3n2)cc1,0.3,-1.9,8,24
O=C(Nc1c[nH]c(=O)[nH]c1=O)c1cccc(C(=O)Nc2c[nH]c(=O)[nH]c2=O)c1,-0.5,0.5,11,1
Cc1cccc(NC2(c3ccccc3)OC(=O)c3ccccc32)c1 (centres undefined),-0.1,0.0,-10,-9
O=C(Nc1ccc(Br)cc1)c1cc(S(=O)(=O)NC2CCCCCC2)ccc1F,0.1,1.1,4,10

# Individual results from the entries so far:
# For FBW7 act, COc1cccc(/C=N/NC(=O)C(C)Nc2ccc(Cl)cc2)c1O (centres undefined) has the entry -0.1
# For TEAD-YAP block, CC(=O)OC1(C(F)(F)F)Oc2cc(C)ccc2NC1=O (centres undefined) has the entry 12
# For FBW7 act, CCCCNC(=O)c1cc(Nc2ccccc2OC)nc2ccccc12 has the entry 1.3
# For FBW7 act, Cc1cccc(NC2(c3ccccc3)OC(=O)c3ccccc32)c1 (centres undefined) has the entry -0.1
# For MITF inh, CC(=O)c1cc(-c2ccccc2)n(CCC(=O)NC2CCCCC2)c1C has the entry 6
# For MITF inh, CC(C)(C)N(C=C(Cl)Cl)C(=O)NCCNC(=O)N(C=C(Cl)Cl)C(C)(C)C has the entry 4
# For FBW7 act, Cn1nccc1Nc1nc2ccc(C(=O)NCc3cccnc3)cc2s1 has the entry -0.1

# Screens as filed in PubChem BioAssay.
